NRP1-CendR mod: modulators of CendR peptide binding to NRP-1, primary screen, biochemical, fluorescence polarization, uHTS; actives 0.85% (n = 360,000); Neuropilin-1 (Homo sapiens), O14786; FAM-RPARPAR peptide binding to NRP-1; inhibition, % at 25 µM;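 active = inhibition or corrected inhibition above about 18%, plus a signal ratio from 0.5 to 1.5, limit read from the data, passing the limit was not always enough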; also: strong numbers were not always called active
MT1-MMP act inh: blockers of MT1-MMP proenzyme processing, primary screen, HT1080 RFP-PRO-GFP cells, GFP/RFP fluorescence; Matrix metalloproteinase-14 (Homo sapiens), P50281; GFP/RFP ratio fluorescence, overnight; percent of plate control window, DMSO zero; AID 651647, 2012; actives 0.061% (n = 360,000); GFP/RFP ratio change, % at 20 µM;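 active = GFP/RFP ratio change of at least 30% with cell ATP level not reduced by more than half and red fluorescence within 50% of control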; also: strong numbers were not always called active
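Assay system – RFP-PRO-GFP reporter HT1080 cells · Compound dosing – single dose of 20 µM compound, 1% DMSO final · Incubation – overnight compound exposure at 37 °C · Measure – GFP/RFP fluorescence ratio · Benchmarks – DMSO wells and RFP-L50D-GFP cells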
FAS-TE inh: FAS thioesterase domain inhibitors, primary screen, biochemical, fluorescence intensity, uHTS. actives 0.67% (n = 360,000). recombinant FAS-TE, OMFH fluorogenic substrate, fluorescence endpoint. inhibition, % at 15 µM. AID 602261, 2012;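 active = compounds whose normalised, plate-corrected inhibition of enzyme fluorescence in the single-dose primary screen is 50% or more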;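 also: 0% = DMSO with enzyme and 100% = substrate without enzyme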
MsrA act: bovine MsrA enzyme activators, primary screen, biochemical, absorbance, HTS. AID 602163, 2012. purified bovine MsrA, absorbance read-out. actives 0.3% (n = 360,000). Methionine sulfoxide reductase A (Bos taurus). activation, % at 10.6 µM; in the data active = activation above about 7.5%;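 also: 0% = vehicle and 100% = reference activator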
Neddyl block: inhibitors of cullin neddylation, primary screen, biochemical, TR-FRET, uHTS, NAE and Ubc12 | actives 0.58% (n = 360,000) | calls only at 25 µM; in the data active = inhibition above about 36%
SKN-1 inh: suppressors of acrylamide-induced Pgst-4::GFP reporter in worms, primary screen, SKN-1 inhibitor project, whole organism, uHTS, GFP/RFP fluorescence ratio, strain VP596 | C. elegans VP596 Pgst-4::GFP/RFP ratio, 24 h | inhibition, % at 21.8 µM | actives 0.49% (n = 360,000);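 active = interference check ratio from 0.5 to 1.5 plus GFP to RFP signal ratio inhibition reaching or exceeding a fixed threshold, cut at about 30% in these data, passing the limit was not always enough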; also: some compounds called inactive have numbers as strong as hits
Rin1 Abl inh: inhibitors of Rin1-Abl protein binding, primary screen, biochemical, TR-FRET; inhibition, % at 7.35 µM; Tyrosine-protein kinase ABL1 (Homo sapiens) + Ras and Rab interactor 1 (Homo sapiens), …; actives 0.4% (n = 360,000); in the data active = inhibition above about 5%, passing the limit was not always enough
E coli Lon inh: inhibitors of E. coli Lon protease, primary screen, biochemical, fluorescence polarization; actives 0.42% (n = 360,000); inhibition, % at 7.94 µM; purified E. coli Lon protease; AID 602123, 2011; P0A9M0; in the data active = inhibition above about 13%, passing the limit was not always enough;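 also: 0% = enzyme with probe and DMSO and 100% = no enzyme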
Target sequence (P0A9M0 whole entry, looked up): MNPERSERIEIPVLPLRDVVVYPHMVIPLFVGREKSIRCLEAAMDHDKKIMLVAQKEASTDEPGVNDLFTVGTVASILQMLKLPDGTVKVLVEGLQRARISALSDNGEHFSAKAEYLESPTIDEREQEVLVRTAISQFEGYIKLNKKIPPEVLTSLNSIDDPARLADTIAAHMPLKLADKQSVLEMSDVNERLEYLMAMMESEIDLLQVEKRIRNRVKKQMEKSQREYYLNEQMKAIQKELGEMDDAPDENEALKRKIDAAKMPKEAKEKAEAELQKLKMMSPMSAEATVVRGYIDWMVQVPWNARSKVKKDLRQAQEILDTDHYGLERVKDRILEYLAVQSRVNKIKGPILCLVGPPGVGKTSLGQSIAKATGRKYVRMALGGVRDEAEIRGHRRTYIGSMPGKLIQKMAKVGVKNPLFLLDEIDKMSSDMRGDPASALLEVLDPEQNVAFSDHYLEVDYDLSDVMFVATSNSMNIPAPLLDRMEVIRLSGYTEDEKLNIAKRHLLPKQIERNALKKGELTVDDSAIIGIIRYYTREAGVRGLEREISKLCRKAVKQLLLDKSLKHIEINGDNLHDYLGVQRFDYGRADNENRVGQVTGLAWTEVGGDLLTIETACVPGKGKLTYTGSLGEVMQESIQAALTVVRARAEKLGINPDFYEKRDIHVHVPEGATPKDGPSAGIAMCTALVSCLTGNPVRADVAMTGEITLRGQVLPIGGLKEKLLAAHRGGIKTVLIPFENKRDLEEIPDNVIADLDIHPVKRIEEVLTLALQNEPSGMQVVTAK
MsrA inh: bovine MsrA enzyme inhibitors, primary screen, biochemical, absorbance, HTS. inhibition, % at 15.5 µM. actives 0.75% (n = 360,000). Methionine sulfoxide reductase A (Bos taurus). purified bovine MsrA, absorbance read-out. AID 651718, 2012; in the data active = inhibition above about 4.5%;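 also: 0% = vehicle wells with enzyme and 100% = reference inhibitor wells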
Starred values were filed as active, the others as inactive; i = inactive; · = not tested or not shown.

The line under a structure holds: NRP1-CendR mod, MT1-MMP act inh, FAS-TE inh, MsrA act, Neddyl block, SKN-1 inh, Rin1 Abl inh, E coli Lon inh, MsrA inh
> CC1CN(S(=O)(=O)c2ccccc2)C(C)CN1S(=O)(=O)c1ccccc1 (centres undefined)
 : 8, 9, 0, -3, i, -8, 1, 0, 0.7
> Cc1cc2c(cc1C)NC1(C(=O)Nc3ccccc31)C1=C(CC(C)(C)CC1=O)N2 (centres undefined)
 : -10, 1, -3, -4, i, 11, -1, -1, 2.9
> CCc1noc(C)c1C(=O)N1CCC(CCC(=O)Nc2cccc(OC)c2)CC1
 : 8, -2, -3, -4, i, -12, -2, -3, 0.6
> Cc1cc(C)nc(N2CCC(C(=O)NCc3ccccc3F)CC2)n1
 : 1, -1, -2, -2, i, 7, 3, 2, 0.7
> C#CCOCCOCCOCCNc1nc(N2CCN(C(=O)[C@H]([C@@H](C)CC)n3cc([C@@H](N)CC(C)C)nn3)CC2)nc(N2CCN(C(=O)[C@H](CCCCN)n3cc([C@@H](N)C(C)CC)nn3)CC2)n1 (some centres undefined)
 : 2, -3, -5, -1, i, -9, 2, 1, ·
> O=C(Nc1cccc(-c2ccc(N3CCOCC3)nn2)c1)c1ccc([N+](=O)[O-])cc1
 : -4, 6, 9, 3, i, 17, -2, 3, 1.0
> CS(=O)(=O)N(CC(=O)N1CCCC1)c1ccc(F)cc1
 : 0, -2, -11, -2, i, 5, 0, -12, 0.8
> CC(=O)c1cnc2c(-c3cccc(Br)c3)cnn2c1C
 : 8, 4, 2, -4, i, 5, -5, -7, 0.9
> CCOC(=O)N1CCN(C(=O)CSc2ncnc3sccc23)CC1
 : -3, 6, -7, -5, i, -13, -1, 0, -0.6
> O=C(O)CC1S/C(=N\N=C2\C(=O)Nc3ccccc32)N(c2ccc(O)cc2)C1=O (centres undefined)
 : 3, 8, -3, -2, i, 11, -4, 11, 5.9*
> CC#CC(=O)N1CCC(Oc2cccc(C(=O)NCc3ccccn3)c2)CC1
 : 2, -1, -2, -4, i, -7, -2, -11, 0.6
> S=C(Nc1ccccc1)Nc1ccccc1Br
 : 6, 1, -4, 5, i, 14, 0, -3, -0.6
> CN(C)c1cc[n+](CC(=O)N2CCCc3ccccc32)cc1
 : -5, 0, -5, 0, i, 6, -1, -2, 0.5
> CCc1cccc(NC(=O)c2ccc(Cn3nc(C)cc3C)o2)c1
 : 0, 0, 3, -8, i, -5, 2, -5, -0.6
> O=C(COC(=O)CCc1nc2ccccc2c(=O)[nH]1)Nc1ccc(OC(F)(F)F)cc1
 : -3, 4, -2, -4, i, 8, 2, -8, 0.5

Quoted at random: four records from the list, in no set order.
The line under a structure holds: NRP1-CendR mod, MT1-MMP act inh, FAS-TE inh, MsrA act, Neddyl block, SKN-1 inh, Rin1 Abl inh, E coli Lon inh, MsrA inh
> Cc1cc2c(cc1C)NC1(C(=O)Nc3ccccc31)C1=C(CC(C)(C)CC1=O)N2 (centres undefined)
 : -10, 1, -3, -4, i, 11, -1, -1, 2.9
> CS(=O)(=O)N(CC(=O)N1CCCC1)c1ccc(F)cc1
 : 0, -2, -11, -2, i, 5, 0, -12, 0.8
> C#CCOCCOCCOCCNc1nc(N2CCN(C(=O)[C@H]([C@@H](C)CC)n3cc([C@@H](N)CC(C)C)nn3)CC2)nc(N2CCN(C(=O)[C@H](CCCCN)n3cc([C@@H](N)C(C)CC)nn3)CC2)n1 (some centres undefined)
 : 2, -3, -5, -1, i, -9, 2, 1, ·
> CN(C)c1cc[n+](CC(=O)N2CCCc3ccccc32)cc1
 : -5, 0, -5, 0, i, 6, -1, -2, 0.5

Next part.
The line under a structure holds: NRP1-CendR mod, MT1-MMP act inh, FAS-TE inh, MsrA act, Neddyl block, SKN-1 inh, Rin1 Abl inh, E coli Lon inh, MsrA inh
> Cc1nc(SCc2nc3ccccc3[nH]2)c2oc3cc(Br)ccc3c2n1
 : -33, -17, 5, 0, i, 3, -84, -51, -0.2
> Cc1cnc(C(=O)NCc2ccc(F)cc2)cn1
 : 3, -1, -4, 2, i, 5, 0, 5, -0.8
> CC1CCN(Cc2nnnn2CCCC(=O)NCC(C)(C)N2CCOCC2)CC1
 : 0, 0, -4, -1, i, 11, 2, 1, -0.8
> C[C@H]([C@@H](N)C(=O)N[C@@H](C(=O)O)[C@@H]1O[C@H](n2ccc(=O)[nH]c2=O)[C@@H](O)[C@H]1O)[C@@H](O)c1ccc(O)cn1
 : 8, 2, 4, -1, i, 10, 1, 0, -1.0
> CCC(c1nnnn1-c1c(C)cccc1C)N1CCCN(Cc2ccc(F)cc2)CC1 (centres undefined)
 : 9, -5, 16, -2, i, 15, ·, 3, -1.4
> Cn1c(=O)oc2cc(S(=O)(=O)Nc3ccc(O)cc3)ccc21
 : -5, -2, -8, -2, i, 12, 0, -7, -0.3
> CN(C(=O)c1cc([N+](=O)[O-])ccc1N1CCCC1)C1CCCCC1
 : -3, -2, 25, -7, i, 8, -4, 1, 1.9
> COc1ccccc1S(=O)(=O)c1c(C)cc(C)[nH]c1=O
 : -4, -3, -8, -3, i, 8, -1, -5, -0.6
> CC(C)(C)c1ccc(NC(=O)Cn2cnc3cc([N+](=O)[O-])ccc3c2=O)cc1
 : -5, 2, 18, -5, i, 12, 3, -2, 1.1
> O=C(Cc1n[nH]c(=O)c2ccccc12)OCC(=O)c1ccccc1Cl
 : -9, 1, -8, -2, i, -3, 1, 5, 0.1
> O=C(CNC(=O)c1ccco1)OCC(=O)c1ccc(Cl)cc1
 : -2, -2, -10, -10, i, -6, -4, -3, 1.9
> CCCCn1nnnc1C1(C)CCC(=O)N1Cc1ccc(OC)cc1 (centres undefined)
 : -2, 0, -7, -1, i, 14, ·, -2, -0.4
> CCN1CCN(C(=O)CCc2nc3ccccc3c(=O)[nH]2)CC1
 : 0, 6, -14, -9, i, -12, -6, 6, 0.6
> C#CCNC(=O)c1cc2sccc2n1C
 : 10, 1, -8, -3, i, 2, 1, -5, 0.3
> COc1ccc(/C=C/C(=O)OCC(=O)NCC2CCCO2)cc1 (centres undefined)
 : -6, 0, -4, -11, i, -3, -5, 3, 0.9
> S=C(Nc1ccccc1)N1CCN(Cc2ccccc2)CC1
 : 14, 2, -7, 0, i, -1, -1, 8, 0.6
> COC(=O)Cc1c(O)ccn(CCc2c[nH]c3ccc(OC)cc23)c1=O
 : 3, 1, -3, -3, i, 3, 1, 6, -0.8
> CN1C(=O)C(O)(c2sc(N)nc2-c2ccccc2)c2ccccc21 (centres undefined)
 : 11, 2, -6, -6, i, 25, 0, -1, 0.5
> COc1ccc(CCNC(=O)C2CC(=O)N(C3CCCCC3)C2)cc1OC (centres undefined)
 : -1, 0, -2, -2, i, 30, -2, -6, 1.0
> CCOC(=O)C(NCc1ccccc1)(NC(=O)c1ccccc1)C(F)(F)F (centres undefined)
 : 10, 2, 0, -3, i, 2, 0, 5, 1.1
> CC1=CC(=O)C=CC1=Nc1ccc(N(C)C)cc1
 : 3, 11, 2, -4, i, 23, 4, 7, 0.5
> CCOc1ccc(C(=O)Nc2ccc(N3CCN(S(C)(=O)=O)CC3)cc2)cc1[N+](=O)[O-]
 : 4, -2, -2, -3, i, -7, -2, 2, 0.1
> C/C(=N\NC(=O)c1cccnc1)c1cc2ccccc2o1
 : 2, 4, -5, -3, i, -13, -2, -2, 6.7*
> CCO[C@@H]1OC(C(=O)NC2CC2)=C[C@H](C)[C@H]1CCCO
 : -6, 5, 3, -3, i, 7, 4, 0, -0.7
> CC(C)CCn1cnc2c([nH]c3cccc(Cl)c32)c1=O
 : -12, -3, 0, -12, i, 2, 3, 1, 1.2
> COc1ccc2c(c1)C(SCC(=O)NCCc1ccc(Cl)cc1)CC(C)(C)O2 (centres undefined)
 : -23, -5, 21, -9, i, -19, 3, 5, 0.1
> COCC(C)n1c(C)cc(C(=O)CSc2cc(C)c3ccccc3n2)c1C (centres undefined)
 : -8, -6, 12, -2, i, -4, -2, -6, -0.2
> CNC(=O)c1ccc(CN(C)CC(=O)Nc2ccccc2C(=O)NC2CC2)cc1
 : 2, 2, -8, -2, i, -5, 2, -11, 0.6
> Cc1cccn2c(=O)nc(SCC(=O)NCc3ccc(F)cc3)nc12
 : 6, -1, 4, -4, i, -3, 3, -2, 3.2
> Cc1cc(C)n2nc(SCC(=O)N(C(C)C)C(C)C)nc2n1
 : 1, 0, -6, -2, i, 1, -2, 3, 0.0
> Cc1ccc(CS(=O)Cc2ccc(C(=O)N3CCN(c4cccc(C)c4C)CC3)o2)cc1 (centres undefined)
 : -7, 9, 14, -1, i, 4, 3, 5, -1.1
> CCOc1ccc(CN2CCNC(=O)C2CC(=O)N(C)C2CCCCC2)cc1 (centres undefined)
 : 3, 0, -6, -5, i, -9, 3, 7, 0.9
> CCOc1ccccc1C1CC(=O)Nc2cc(C)c(C)cc21 (centres undefined)
 : 5, -5, 3, -1, i, 9, -2, 3, -0.5
> CCCN1CCN(CCCNC(=O)c2cc3c(=O)[nH]c4ccccc4c3s2)CC1
 : 8, 5, -5, -2, ·, -6, -2, 3, 2.1

Complete entries, quoted from the list.
Listed for CCCN1CCN(CCCNC(=O)c2cc3c(=O)[nH]c4ccccc4c3s2)CC1 = NRP1-CendR mod: 8; MT1-MMP act inh: 5; FAS-TE inh: -5; MsrA act: -2; Neddyl block: ·; SKN-1 inh: -6; Rin1 Abl inh: -2; E coli Lon inh: 3; MsrA inh: 2.1
Listed for CCOc1ccc(CN2CCNC(=O)C2CC(=O)N(C)C2CCCCC2)cc1 (centres undefined) = NRP1-CendR mod: 3; MT1-MMP act inh: 0; FAS-TE inh: -6; MsrA act: -5; Neddyl block: i; SKN-1 inh: -9; Rin1 Abl inh: 3; E coli Lon inh: 7; MsrA inh: 0.9

Outcome played no part in choosing rows; any-hit rate near 4.2%.
